Source: PubChem BioAssay
NS3 helicase inh: inhibitors of HCV NS3 helicase, primary screen, biochemical, Cy5 molecular beacon fluorescence | inhibition, % at 10.9 µM | actives 0.56% (n = 290,000) | NS3 helicase DNA unwinding | Hepatitis C virus NS3 helicase;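 active = inhibition above the mean of all tested compounds plus 3 SD, set per campaign, cut at about 35% in these data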;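 note: 0% = DMSO wells and 100% = thioflavine S control wells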
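Control set: DMSO versus 110 µM thioflavine S; Material: NS3 helicase fragment of HCV; Measured by: Cy5 fluorescence at 0 and 60 min, beacon hairpin quenching; Read-out basis: percent inhibition from t60/t0 fluorescence ratio; Times: reaction time 60 min, 25 °C; Repeats: single replicate; Compound dosing: single dose, 10.9 µM nominal final, DMSO 0.8% final.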
VIM-2 inhibitor: VIM-2 metallo-beta-lactamase inhibitors, primary screen, biochemical, epi-absorbance readout, Pseudomonas aeruginosa enzyme; AID 1527, 2009; purified VIM-2, nitrocefin hydrolysis, epi-absorbance fluorescence; inhibition, % at 5.6 µM; actives 0.89% (n = 290,000);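 active = inhibition above the mean of all tested compounds plus 3 SD, cutoff set per screening run, cut at about 7.5% in these data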;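 note: red hydrolysis product quenches plate fluorescence so inhibitors raise well fluorescence; 0% = enzyme with DMSO and 100% = DMSO without enzyme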
FID counter: compounds displacing fluorescent DNA intercalator, primary screen, artefact control for HCV NS3 helicase inhibitor project, biochemical, FID fluorescence; inhibition, % at 7.9 µM; DNA fluorescent intercalator displacement; AID 1845, 2009; actives 0.17% (n = 290,000); in the data active = inhibition above about 37%;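 note: 0% = vehicle and 100% = reference compound; higher means more ethidium bromide displaced from hairpin DNA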
UBC9 SUMO inh: inhibitors of in vitro SUMOylation cascade, primary screen, biochemical, HTRF, uHTS; SUMO-conjugating enzyme UBC9 (Homo sapiens), P63279; HTRF SUMOylation assay, SAE1/SAE2 + UBC9; inhibition, % at 35 µM; actives 0.36% (n = 290,000); AID 2006, 2009; in the data active = inhibition above about 50%, passing the limit was not always enough; note: strong numbers were not always called active
PfM18AAP inh: PfM18AAP inhibitors, malaria aminopeptidase, primary screen, biochemical, QFRET, recombinant enzyme; AID 1822, 2009; actives 1.2% (n = 290,000); inhibition, % at 7.35 µM; H-Glu-NHMec fluorogenic cleavage;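 active = inhibition above the campaign mean inhibition over all tested compounds plus 3 SD, cut at about 28% in these data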;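 note: 0% = plate median of test compound wells and 100% = 2 mM ZnCl2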
IDE cell activ: human IDE activators in live cells, primary screen, fluorescence polarization, HEK cells, FAbeta-B substrate; activation, % at 5.96 µM; Insulin-degrading enzyme (Homo sapiens), P14735; actives 0.073% (n = 340,000); FAbeta-B cleavage; 0% vehicle, 100% cell-free pure enzyme wells;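 active = activation above the mean of all tested compounds plus 3 SD, set per screening campaign, cut at about 17% in these data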
IMP-1 inh: IMP-1 metallo-beta-lactamase inhibitors, primary screen, biochemical, epi-absorbance readout, Pseudomonas aeruginosa enzyme; metallo-beta-lactamase IMP-1 (Pseudomonas aeruginosa); purified IMP-1, nitrocefin hydrolysis, epi-absorbance fluorescence; inhibition, % at 5.6 µM; actives 0.45% (n = 290,000); AID 1556, 2009;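 active = inhibition above the mean plus 3 SD of all compounds in the same screening run, cut at about 4.5% in these data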;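 note: 0% = IMP-1 with DMSO and 100% = DMSO wells lacking enzyme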
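System: Purified recombinant IMP-1 metallo-beta-lactamase enzyme | Measured by: Fluorescence quenching readout, ex 480/em 530 nm | Replication: Singlicate | Incubation: 15 min preincubation plus 25 min reaction at 25 °C | Evaluation: Percent inhibition from optical density relative to buffer-blank wells | Benchmarks: DMSO with and without IMP-1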
IDE inh: human IDE inhibitors in live cells, primary screen, fluorescence polarization, HEK cells, FAbetaB substrate. FAbetaB cleavage. inhibition, % at 5.59 µM. actives 0.41% (n = 320,000);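 active = percent inhibition above the average of all tested compounds plus 3 SD, set per screening campaign, cut at about 16% in these data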;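 note: IDE supplied by intact live HEK cells; FP after avidin binding of uncleaved biotin substrate so inhibition keeps polarization high; 0% = DMSO wells and 100% = 60 µM reference IDE inhibitor Ii1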
p-CIP stab down: p/CIP-EGFP fusion destabilizers, primary screen, fluorescence, F442A cells. 16 h. decrease of EGFP signal, % at 10 µM. actives 0.01% (n = 290,000). AID 1984, 2009;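 active = EGFP signal decrease of at least 30% at 10 µM or well 3 SD below plate mean, unless failing retest; inactive = the rest, including hits failing retest or dose response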; note: some compounds called inactive have numbers as strong as hits; many of its hits are not listed in these tables
Target sequence (Q05BA5 1-1403): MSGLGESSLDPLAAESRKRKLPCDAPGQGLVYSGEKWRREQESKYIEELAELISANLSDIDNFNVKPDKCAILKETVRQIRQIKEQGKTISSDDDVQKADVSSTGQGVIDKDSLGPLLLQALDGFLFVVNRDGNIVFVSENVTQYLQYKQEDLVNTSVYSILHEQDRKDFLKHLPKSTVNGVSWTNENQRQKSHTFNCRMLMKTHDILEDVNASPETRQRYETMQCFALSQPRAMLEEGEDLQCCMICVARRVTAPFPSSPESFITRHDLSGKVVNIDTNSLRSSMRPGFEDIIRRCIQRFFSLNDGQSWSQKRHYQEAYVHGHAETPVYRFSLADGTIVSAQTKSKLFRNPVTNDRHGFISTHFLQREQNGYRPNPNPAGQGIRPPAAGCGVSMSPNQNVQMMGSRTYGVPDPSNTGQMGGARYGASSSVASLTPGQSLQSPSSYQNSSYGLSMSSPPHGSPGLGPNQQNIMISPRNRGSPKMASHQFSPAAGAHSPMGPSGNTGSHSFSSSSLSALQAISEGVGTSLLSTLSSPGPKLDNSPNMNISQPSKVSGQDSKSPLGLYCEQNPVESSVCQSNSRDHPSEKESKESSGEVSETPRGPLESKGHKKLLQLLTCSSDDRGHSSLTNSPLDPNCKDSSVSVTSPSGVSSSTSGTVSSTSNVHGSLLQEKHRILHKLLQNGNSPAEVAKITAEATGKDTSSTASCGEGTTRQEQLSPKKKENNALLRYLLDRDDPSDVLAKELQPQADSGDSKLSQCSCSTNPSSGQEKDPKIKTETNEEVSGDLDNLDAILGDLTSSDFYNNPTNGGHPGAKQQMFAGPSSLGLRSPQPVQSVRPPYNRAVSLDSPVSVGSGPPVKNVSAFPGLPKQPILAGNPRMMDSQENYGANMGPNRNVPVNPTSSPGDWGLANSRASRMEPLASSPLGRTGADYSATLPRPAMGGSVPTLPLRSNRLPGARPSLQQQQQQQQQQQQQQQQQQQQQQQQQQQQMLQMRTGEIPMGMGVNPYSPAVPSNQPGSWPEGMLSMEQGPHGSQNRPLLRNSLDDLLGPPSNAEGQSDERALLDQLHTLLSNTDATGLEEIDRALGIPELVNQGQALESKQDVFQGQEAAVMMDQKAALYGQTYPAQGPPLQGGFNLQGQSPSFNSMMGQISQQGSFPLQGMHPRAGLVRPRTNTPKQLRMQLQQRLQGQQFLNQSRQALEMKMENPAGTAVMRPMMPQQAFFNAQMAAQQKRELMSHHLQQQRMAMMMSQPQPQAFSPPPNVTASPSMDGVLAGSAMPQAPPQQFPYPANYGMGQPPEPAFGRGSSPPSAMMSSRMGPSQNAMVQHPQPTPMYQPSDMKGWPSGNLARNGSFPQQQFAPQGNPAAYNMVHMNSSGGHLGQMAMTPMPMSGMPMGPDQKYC
An asterisk follows results filed as active; nt = not tested or not shown. An unsorted share of the library; about 3.6% have a hit in one of these screens.

SMILES | NS3 helicase inh | VIM-2 inhibitor | FID counter | UBC9 SUMO inh | PfM18AAP inh | IDE cell activ | IMP-1 inh | IDE inh | p-CIP stab down
Cc1cccn2c(=O)c(/C=C(\C#N)C(=O)NC3CCS(=O)(=O)C3)c(N3CCC(C)CC3)nc12 (stereo unspecified) | 6 | -1.5 | 1 | 6 | -8 | 2 | -2.2 | 11 | 3
CCOc1ccc(-n2c(SCC(=O)Nc3nccs3)nc3c(c2=O)SCC3)cc1 | -3 | -0.3 | 4 | 18 | -2 | 3 | -3.0 | 3 | -8
COc1ccc2ccccc2c1CNCc1ccc(C)cc1 | -28 | -0.1 | 15 | 0 | -4 | 3 | 1.3 | -1 | -6
CCOCCCNC(=O)C(C)NS(=O)(=O)c1ccc(C)cc1 (stereo unspecified) | -1 | -1.0 | -1 | 20 | -3 | 1 | -2.8 | 1 | -6
COCCN(C(=O)COC(=O)c1ccccc1Oc1ccccc1)c1c(N)n(Cc2ccccc2)c(=O)[nH]c1=O | 2 | -3.2 | -45 | 16 | 1 | 7 | -2.5 | 3 | -17
COc1ccc(-c2cn3ccsc3n2)cc1 | 0 | -0.5 | 0 | 34 | 2 | 2 | -3.3 | -4 | -2
CSc1ccc(-c2cc(=O)c3ccccc3o2)cc1 | 0 | 0.8 | -15 | 54* | -6 | 1 | -6.6 | 1 | 4
CC(=O)c1c2c3c(c(Br)ccc3n(C)c1=O)C(=O)c1ccccc1-2 | 9 | 31* | 18 | nt | 3 | -4 | 6.7* | -1 | -2
CC1Cc2ccccc2N1C(=O)c1ccc(N2CCCCC2)c([N+](=O)[O-])c1 (stereo unspecified) | 9 | -1.8 | -2 | -12 | -2 | 3 | -2.7 | 2 | -6
CC(=O)c1c(COC(=O)c2cccnc2)nc2ccccc2[n+]1[O-] | 19 | 1.9 | 0 | 5 | -2 | 5 | 0.1 | -8 | -2
COc1ccc(OCC(=O)Nc2c3c(nn2-c2ccc(OC)cc2)CS(=O)(=O)C3)cc1 | 7 | -2.0 | -20 | -1 | -9 | 6 | -1.8 | -8 | 10
COc1ccc(C(=O)N/N=C2\CCc3ccccc32)cc1OC | 0 | -3.7 | 15 | 1 | 0 | 5 | -3.8 | -1 | 12
CCN(CCO)c1nc(NCc2ccccc2)c2cnn(C)c2n1 | -1 | -2.6 | -45 | 14 | 3 | 1 | -3.6 | 3 | -14
CC(=O)c1cc(F)c(N2CCCC2)cc1C | 7 | 2.1 | -3 | -9 | 10 | 5 | -2.1 | 5 | -4
C=CCSC1=C(C#N)C2(CCCCC2)C(C#N)C(=O)N1 (stereo unspecified) | 4 | -1.5 | 3 | 25 | 4 | 5 | -2.6 | 2 | 5
COc1ccc(-n2c(C)cc(C(=O)Cn3c(NCCO)nc4ccccc43)c2C)cc1 | -96 | -2.3 | 13 | -3 | 1 | 5 | -3.8 | -2 | -2
CCOC(=O)c1c(NC(=O)c2ccccc2C(=O)O)sc2c1CCC2 | 27 | 0.7 | -28 | -8 | 10 | 1 | -2.7 | 1 | -21
CC1CCN(CCCNC(=O)CCCNC(=O)Cn2cnc3sc4c(c3c2=O)CCCC4)CC1 | -6 | -2.2 | 6 | -4 | -2 | 7 | -0.5 | 0 | 8
CCC(=O)N1CCc2cc(S(=O)(=O)CCC(=O)Nc3ccc(C)cn3)ccc21 | -5 | -1.9 | 0 | 13 | 0 | -1 | -1.6 | 4 | -10
CCOC(=O)CSc1nsc(SCC(=O)OCC)c1C#N | 0 | 0.4 | -6 | -33 | -2 | 10 | -1.0 | 4 | 14
Cc1cccc(OCC2=N/C(=C\N(C)C)C(=O)O2)c1 | 2 | -2.7 | -2 | 14 | 5 | -2 | -4.3 | 3 | 0
Cc1cc([N+](=O)[O-])ccc1-c1ccc(/C=N/NC(=O)c2ccc(Br)o2)o1 | 22 | -1.7 | -7 | 46 | 8 | 1 | -3.4 | 4 | 6
Nc1n[nH]c(N)c1N=Nc1ccccc1F | 1 | -2.3 | -3 | -14 | 2 | -1 | -3.6 | 2 | 0
CCOC(=O)NC1(Nc2ccc(C)cc2)Oc2ccccc2O1 | 23 | -1.9 | -2 | 14 | 58* | -5 | -1.8 | -5 | -11
Cc1ccnc(NC(=S)NC(=O)/C=C/c2ccc(Cl)cc2)c1 | -4 | -3.3 | -1 | -2 | 1 | -5 | -2.0 | -1 | -3
Carrying on:
SMILES | NS3 helicase inh | VIM-2 inhibitor | FID counter | UBC9 SUMO inh | PfM18AAP inh | IDE cell activ | IMP-1 inh | IDE inh | p-CIP stab down
O=C1NC(=O)/C(=C\c2ccccc2Oc2ccc(F)c(F)c2)S1 | 55* | -2.1 | -9 | 21 | 2 | 11 | -3.5 | 2 | 0
O=S(=O)(Nc1nc2ccccc2nc1OCC(F)(F)F)c1cccs1 | 28 | -0.9 | -26 | 11 | 3 | 6 | -4.0 | -1 | -6
CCN(CC)S(=O)(=O)c1cccc(NC(=O)C2SC(=Nc3ccc(C)cc3C)C(C(=O)NC(C)COC)=C2N)c1 (stereo unspecified) | -9 | -3.1 | -37 | -26 | -2 | -3 | -1.4 | -1 | 3
Cc1cc(Cl)ccc1OCC(=O)OC(C)C(=O)NC(N)=O (stereo unspecified) | 24 | -0.1 | -3 | -11 | -20 | 0 | -1.8 | 2 | 5
Cc1ccc(S(=O)(=O)N(C)C)cc1NC(=S)NC(C)CCCC(C)C (stereo unspecified) | 12 | -5.5 | -23 | -20 | -4 | -1 | 0.7 | -7 | -13
O=C(Cc1ccc2ccccc2c1)Nc1ccccc1Br | 0 | -4.2 | -3 | 2 | 5 | 0 | -1.5 | -1 | -6
Cc1cc(SCC(=O)Nc2c(C)n(C)n(-c3ccccc3)c2=O)n2c(nc3ccccc32)c1C#N | 26 | 22* | -2 | nt | -5 | nt | -1.5 | nt | nt
COCCn1c(=O)[nH]c2cc(C(=O)NCCCN3CCN(c4ccc(F)cc4)CC3)ccc2c1=O | -10 | -2.2 | 8 | 8 | 3 | 3 | -2.1 | 1 | -1
CCOc1ccccc1N(C(=O)c1snc(C(N)=O)c1N)C(CC)C(=O)NC1CCCC1 (stereo unspecified) | 1 | -0.7 | -32 | 6 | 4 | 7 | -1.2 | 4 | -2
O=C(CSc1ncnc2c1cnn2-c1ccccc1Cl)N1CCN(C(=O)c2ccco2)CC1 | -14 | -0.7 | -32 | 15 | -8 | 4 | -4.7 | 7 | -11
CN(CC(=O)Nc1ccccc1Cl)C(=O)COC(=O)c1nc(Cl)c(Cl)c(Cl)c1Cl | 1 | -3.1 | -22 | 22 | -16 | -1 | -5.0 | 1 | -13
Clc1ccc(-c2ccc(CNCC3CCCO3)o2)cc1 (stereo unspecified) | -7 | -2.1 | 11 | 13 | 0 | -1 | -2.0 | 4 | -1
O=C(OC1CCOC1=O)c1cccc(S(=O)(=O)Nc2cccc(Cl)c2)c1 (stereo unspecified) | 10 | -0.8 | -8 | -2 | 0 | 4 | -2.5 | 1 | -5
CCNC(=O)C(C)NC(=O)C1=NN(c2ccccc2)C(=O)CC1 (stereo unspecified) | -5 | -1.8 | -9 | 8 | -14 | 7 | -1.0 | -1 | -12
COc1cccc(/C=C2\Sc3ccc(C(=O)NCC4CCCO4)cc3N(C)C2=O)c1 (stereo unspecified) | 11 | 2.0 | -34 | -10 | -1 | 0 | 1.2 | 5 | -7
CSc1ccccc1C(=O)NCCc1ccc(S(=O)(=O)N2CCCCC2)cc1 | 2 | -1.0 | -22 | 3 | -4 | 2 | 0.3 | 2 | -4
CCN1CCN(Cc2cc(=O)oc3cc(C)cc(C)c23)CC1 | 4 | 1.0 | 7 | 4 | -7 | -1 | -3.6 | 7 | -5
N#Cc1cnn(Cc2ccccc2)c1N | -3 | -1.3 | 0 | -43 | 3 | 3 | -6.5 | 0 | 13
COCCNC(=O)COC(=O)C1=Cc2ccccc2OC1 | -6 | -3.4 | -3 | 22 | 0 | 1 | -2.6 | 4 | -5
CCO[C@H]1OC(C(=O)N2CCCCCCC2)=C[C@@H](c2csc3ccccc23)[C@@H]1CCCO | -6 | -2.7 | -28 | -27 | 5 | 3 | -2.9 | -1 | -14
O=C(Cn1ncc2c(=O)oc3ccccc3c21)N1CCN(c2ccccn2)CC1 | 3 | 0.1 | -3 | 13 | -4 | 1 | -1.0 | 2 | -6
CN(C)C(=O)N1CCC(C(=O)NCc2ccc(F)cc2Cl)CC1 | -7 | -0.2 | -5 | 6 | -9 | 1 | -0.9 | 6 | -5
Cc1cc(C)c(C(=O)CSc2nnc(C)s2)c(C)c1 | -9 | -2.3 | -11 | -9 | -1 | 3 | -1.7 | -3 | 3
Cc1cc(S(=O)(=O)Nc2ccc3c(c2)n(C)c(=O)n3C)ccc1F | -3 | -2.2 | 2 | 4 | 0 | -2 | -3.7 | 0 | -11
O=c1c2ccccc2c(-c2ccccc2)nn1Cc1ccccc1 | 6 | -2.1 | 2 | -10 | -8 | 8 | -1.6 | 6 | 11
Later entries
SMILES | NS3 helicase inh | VIM-2 inhibitor | FID counter | UBC9 SUMO inh | PfM18AAP inh | IDE cell activ | IMP-1 inh | IDE inh | p-CIP stab down
CCOCCCNC(=O)C1CCN(S(=O)(=O)c2ccc(C)cc2)CC1 | -3 | -1.8 | -15 | 7 | -5 | 4 | -0.3 | 4 | -5
COc1ccccc1C(=O)Nc1ccc(C)cc1C(=O)c1ccccc1 | -8 | -1.5 | -22 | -4 | 4 | 0 | -4.1 | 2 | -11
COCCNC(=O)c1c(N)sc2c1CCCC2 | 5 | -1.6 | -16 | 19 | 14 | nt | -3.2 | 5 | -48
CCOCCCNCc1cc(Cl)cc(Cl)c1OCC | 1 | -3.5 | 9 | -5 | 2 | 2 | -2.4 | 1 | -2
COc1ccc(Cn2nnnc2CN(CCCN2CCOCC2)Cc2cc3cc(OC)ccc3[nH]c2=O)cc1 | -2 | -7.4 | 16 | 19 | 4 | -2 | -1.9 | -2 | -2
COc1ccc(S(=O)(=O)Cc2ccccc2)cc1N | 3 | -4.2 | -1 | 28 | 1 | 2 | -2.7 | -5 | -5
OCC1(Cc2cccc(C(F)(F)F)c2)CCN(Cc2cc3ccccc3o2)CC1 | -54 | -2.9 | 15 | -19 | 3 | -1 | -2.7 | 3 | -9
CCOC(=O)C1(CCOc2ccccc2)CCN(Cc2cccc(OC)c2O)CC1 | -46 | 1.7 | 26 | -11 | 7 | 5 | 1.4 | 1 | 6

Results in UBC9 SUMO inh, for some of the entries so far:
Molecule,UBC9 SUMO inh
COc1ccc(S(=O)(=O)Cc2ccccc2)cc1N,28
OCC1(Cc2cccc(C(F)(F)F)c2)CCN(Cc2cc3ccccc3o2)CC1,-19
